SMN2 splice enh = enhancers of SMN2 splice variant expression; HEK293 SMN2-luciferase splicing reporter, luminescence, 30-36 h; Potency, µM (series often up to 46.1 µM), inactives show at the top dose activity change, positive = activation, usual class: activators; 210,000 compounds, 2.8% hits; AID 1458; further: % of control where 0% means no effect; nearly all actives have a fitted effect of over 55% in size
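qHTS luciferase splicing reporter: luminescence rises when SMN2 exon 7 is included in transfected HEK293 cells. Compound exposure lasted 30-36 h at 37C, with 4.5 mM final sodium butyrate as control, followed by a ONE-Glo read.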
ALDH1A1 block = ALDH1A1 (human) enzyme inhibition | P00352 | Potency, µM (doses to about 75.3 µM), for inactives: top-dose activity, negative = inhibition, most hits filed as inhibitors | 220,000 compounds, 7.3% hits | Purified ALDH1A1, NADH fluorescence, propionaldehyde substrate; active means well fitted inhibition curve with a large enough effect, not every such curve was filed as active; inconclusive means small, poorly fitted or top-dose-only effect, or another doubt; inactive means no such curve, though single readings can be large or run the other way;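 further: plate controls were no enzyme wells and a reference inhibitor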
Target sequence (P00352 whole entry, looked up): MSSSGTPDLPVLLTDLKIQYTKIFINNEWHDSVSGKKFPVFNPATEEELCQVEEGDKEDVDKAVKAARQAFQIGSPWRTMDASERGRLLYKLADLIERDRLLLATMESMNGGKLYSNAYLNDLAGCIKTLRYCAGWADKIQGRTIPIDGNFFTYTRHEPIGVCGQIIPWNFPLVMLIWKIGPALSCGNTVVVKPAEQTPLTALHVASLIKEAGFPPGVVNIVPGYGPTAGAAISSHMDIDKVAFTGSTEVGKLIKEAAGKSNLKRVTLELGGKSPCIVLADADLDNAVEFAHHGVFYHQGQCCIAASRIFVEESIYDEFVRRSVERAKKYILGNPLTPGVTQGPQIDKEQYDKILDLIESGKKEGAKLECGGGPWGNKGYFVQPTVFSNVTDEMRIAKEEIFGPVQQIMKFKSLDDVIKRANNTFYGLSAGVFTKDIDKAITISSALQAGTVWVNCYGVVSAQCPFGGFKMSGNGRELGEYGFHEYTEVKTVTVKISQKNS
HTT cytoprotect = cytoprotection in Huntington HTT-Q103 PC12 cell model; PC12 HTT-Q103 induced, cytoprotection, ATP luminescence, 40 h; Potency, µM (top dose mostly 56.4 µM), for inactives: cytoprotection (ATP increase), actives largely listed as activators; 230,000 compounds, 0.14% hits; AID 1471;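 further: % of control where 0% means no effect; nearly all actives have a fitted effect of over 45% in size; toxic huntingtin expression switched on by the ecdysone agonist tebufenozide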
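Compounds added alongside 100 nM tebufenozide, which induces toxic Q103 huntingtin exon 1-GFP in stable PC12 cells; surviving cells quantified by luminescent ATP measurement. Medium: phenol red-free DMEM, 5% equine and 5% calf serum.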
JMJD2E inh = JMJD2E (human) inhibition; JMJD2E catalytic domain, FDH-coupled NADH fluorescence (FDH is formaldehyde dehydrogenase); AID 2147; 230,000 compounds, 1.6% hits; Potency, µM (doses to about 57.1 µM), inactives show top-dose activity change, negative = inhibition, actives largely listed as inhibitors; active means well fitted inhibition curve with a large enough effect, not every such curve was filed as active; inconclusive means small, poorly fitted or top-dose-only effect, or another doubt; inactive means no such curve, though single readings can be large or run the other way;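 further: 0% = wells with enzyme and -100% = buffer wells without enzyme; nearly all actives have a fitted effect of over 50% in size; many of its hits are not listed in these tables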
Target sequence (B2RXH2 1-337 limits assumed): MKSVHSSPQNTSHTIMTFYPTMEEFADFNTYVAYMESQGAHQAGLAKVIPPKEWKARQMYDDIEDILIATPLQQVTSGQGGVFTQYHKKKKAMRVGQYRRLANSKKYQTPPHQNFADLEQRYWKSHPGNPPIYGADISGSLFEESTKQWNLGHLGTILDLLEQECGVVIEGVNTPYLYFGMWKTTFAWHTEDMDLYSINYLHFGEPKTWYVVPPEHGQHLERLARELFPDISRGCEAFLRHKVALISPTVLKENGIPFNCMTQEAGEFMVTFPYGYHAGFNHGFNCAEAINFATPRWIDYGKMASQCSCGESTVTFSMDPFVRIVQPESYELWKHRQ
HTT aggregate = reduces HttQ103-GFP aggregates in PC12 cells | PC12 HttQ103-GFP aggregates, Acumen cytometry, 40 h | Potency, µM (highest dose often 46.1 µM), without a hit: top-dose activity change, negative = inhibition, most hits filed as inhibitors | 220,000 compounds, 1.1% hits | AID 1688; further: on the % scale 0 is the no-effect control and ±100 the full control effect; nearly all actives have a fitted effect of over 60% in size
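Multiplexed with ATP-based cell death, this channel scores GFP aggregates in PC12 cells expressing inducible HTTex1-Q103-GFP. Induction used 100 nM tebufenozide; compounds were tested in concentration series.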
Tau fibril FP = blocks human tau fibril formation measured by polarization; Potency, µM (doses to about 57.7 µM), inactives show top-dose activity, negative = inhibition, most hits filed as inhibitors; P10636; 280,000 compounds, 0.39% hits; K18 P301L tau heparin fibrillization, Alexa594 FP, 6 h; further: on the % scale 0 is the no-effect control and ±100 the full control effect; nearly all actives have a fitted effect of over 55% in size
Target sequence (P10636 561-689 P618L limits assumed): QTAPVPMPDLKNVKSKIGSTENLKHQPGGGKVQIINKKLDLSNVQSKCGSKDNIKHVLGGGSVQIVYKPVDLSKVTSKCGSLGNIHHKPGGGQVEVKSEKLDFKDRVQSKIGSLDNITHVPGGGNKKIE
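FP of Alexa 594-tau after heparin (20 uM) induction. Substrate: human K18 P301L, 15 uM unlabeled, 0.24 uM labeled. Buffer 100 mM sodium acetate pH 7. 6 hr, 37 C.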
Tau ThT inhib = inhibitors of human tau fibril formation, thioflavin T binding | recombinant tau K18 P301L, heparin-induced fibrillization, ThT fluorescence | Potency, µM (titrated, usually from 57.4 µM), for the others: at the top dose activity, negative = inhibition, hits mostly inhibitors | 270,000 compounds, 2.1% hits | AID 1460; further: on the % scale 0 is the no-effect control and ±100 the full control effect; nearly all actives have a fitted effect of over 55% in size
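In this qHTS, human K18 P301L tau is incubated with compound and heparin for 6 hr at 37 C, and Thioflavin T fluorescence then reports fibril load.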
Tau fluor cs = counter-screen for tau fibril formation inhibitors; tau K18 P301L (four-repeat tau fragment) Alexa594 fluorescence, heparin fibrillization; Potency, µM (series often up to 57.7 µM), for the others: top-dose activity change, negative = decrease; 280,000 compounds, 0.93% hits; further: on the % scale 0 is the no-effect control and ±100 the full control effect; nearly all actives have a fitted effect of over 55% in size
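Human K18 P301L tau (15 uM unlabeled plus 0.24 uM Alexa 594-labeled, final) in 100 mM sodium acetate pH 7 was mixed with compound and 20 uM heparin and incubated 6 hr at 37 C.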
The depositor's hits bear a star; ? = inconclusive; . = not tested or not shown; & = joins results of further samples; [ ] = another dose, or the depositor's remark. Unless noted, the call rests on the fitted dose curve; in most records, active means well fitted curve in the direction sought with a large enough effect; inconclusive means small, poorly fitted or top-dose-only effect, or another doubt; inactive means no such curve, though single readings can be large; an effect the other way counts as inactive or inconclusive. Potency means the concentration at half of the fitted maximal effect. A portion of the library (hit frequency here may not be typical).

Values run as follows: SMN2 splice enh	ALDH1A1 block	HTT cytoprotect	JMJD2E inh	HTT aggregate	Tau fibril FP	Tau ThT inhib	Tau fluor cs
O=c1cc(-c2cccc(Br)c2)oc2cccc(O)c12
→ .	.	4%[10 µM]	7%	1%[9.22 µM]	-4%	-15%	-7%
O=[N+]([O-])c1ccccc1/C=C/C=N/Nc1nc(N2CCCCC2)nc(N2CCCCC2)n1
→ 4%	?	56%	?	29%	12%	-13%	-5%
COCCNC(=O)c1ccc(CS(=O)(=O)c2ccc(C)cc2)o1
→ 6%	6%	-11%[0.074 µM]	3%	-13%	-4%	-8%	-12%
Cc1cc(NC(=O)CN2CCC(O)CC2)nc2c1c(=O)oc1ccccc12
→ -10%	.	.	.	.	-10%	-9%	-14%
N#C/C(=C/c1ccc(F)cc1)c1nnc(NC(=O)c2ccccc2)s1
→ .	.	11%[10 µM]	?	-11%[9.22 µM]	-7%	-5%	1%
COc1cccc(/C=N/NC(=S)Nc2cccc(C(=O)O)c2)c1O
→ 16µM*	-3%	-161%[inhibitor]	28µM*	-16%	?	?	-17%
O=C(Nc1cc([N+](=O)[O-])ccc1N1CCCC1)c1ccco1
→ -7%	-7%	.	7%	7%	4%	-9%	4%
Cc1ccc2nc(N3CCN(C(=O)c4cccs4)CC3)c(C#N)cc2c1
→ .	?	-23%	?	-13%	-5%	?	-16%
NC(=O)CC(NC(=O)c1ccccc1)c1ccc(NCC2CC2)c([N+](=O)[O-])c1 (stereo not given)
→ .	.	12%[10 µM]	2%	-7%[9.22 µM]	6%	?	-14%
CCCCn1c(=O)c(CCC(=O)OCC(=O)NC(=O)NCCC(C)C)nc2ccccc21
→ 13%	-11%	-16%	?	-10%	12%	-8%	-6%
C=CCN(c1ccccc1)S(=O)(=O)c1cccc(C(=O)Nc2nc3ccccc3[nH]2)c1
→ 1%	?	-1%[1.9 µM]	28µM*	?	-11%	10%	-19%
Cn1nc(C(C)(C)C)c([N+](=O)[O-])c1C(=O)Nc1cccc2ccccc12
→ .	.	-15%[10 µM]	6%	-20%[9.22 µM]	0%	-16%	-21%
CCCCC(CC)C(=O)Nc1ccc(C)c(O)c1 (stereo not given)
→ -11%	-1%	33%[10 µM]	1%	17%[9.22 µM]	9%	5%	7%
Cc1cc(C)nc(S/C=C/C(=O)c2ccccc2F)n1
→ .	.	-41%[10 µM]	-4%	-10%[9.22 µM]	-5%	?	-2%
CC(C)(C)C1CCC2(CC1)NC(CO)(CO)CO2 (stereo not given)
→ -4%	7%	-9%	6%	0%	1%	7%	3%
CN(C)c1nc(Oc2ccc(/C=N/O)cc2)nc(N(C)C)n1
→ -2%	8%	1%	6%	-1%	2%	-4%	-5%
CCOC(=O)c1ccc(NC(=S)N2CCC(C(N)=O)CC2)cc1
→ -5%	16%	12%[10 µM]	5%	-16%	8%	1%	4%
COc1ccc(CNC(=O)CSc2nc3ccsc3c(=O)n2Cc2ccccc2Cl)cc1
→ -3%	.	.	.	.	-9%	-1%	-11%
O=[N+]([O-])c1sccc1CS(=O)(=O)c1ccccc1
→ .	.	3%[10 µM]	2%	-1%[9.22 µM]	11%	-8%	-9%
Cc1nc2c(s1)sc1ccccc12
→ -6%	4%	0%	5%	11%	2%	-5%	0%

The closing 2 entries of the section before open the next one.
Values run as follows: SMN2 splice enh	ALDH1A1 block	HTT cytoprotect	JMJD2E inh	HTT aggregate	Tau fibril FP	Tau ThT inhib	Tau fluor cs
O=[N+]([O-])c1sccc1CS(=O)(=O)c1ccccc1
→ .	.	3%[10 µM]	2%	-1%[9.22 µM]	11%	-8%	-9%
Cc1nc2c(s1)sc1ccccc12
→ -6%	4%	0%	5%	11%	2%	-5%	0%
CCCCOc1ccc(C2CCC(C(C)=O)C(C)C2)cc1 (stereo not given)
→ .	.	19%[10 µM]	-20%	-7%[9.22 µM]	5%	.	-7%
CCn1c(CNc2cccc(Cl)c2)nnc1SCc1ccccc1
→ -10%	3%	-7%[10 µM]	0%	7%[9.22 µM]	10%	-10%	-7%
CCOC(=O)Cn1nc(C(F)F)c(Br)c1C
→ 12%	-4%	-35%	6%	13%	-11%	-7%	-11%
CC(C)Cc1nnc(NC(=O)Cc2cccs2)s1
→ .	?	-11%[10 µM]	-6%	-1%[9.22 µM]	4%	?	-16%
CCCCC(O)(C(NC=O)C(=O)OC)C(F)(F)F (stereo not given)
→ 4%	12%	-2%[10 µM]	6%	-6%	-10%	0%	0%
CN(C)/C=C/c1oc2ccc(O)cc2c1[N+](=O)[O-]
→ 20%	15%	.	-2%	16%	5%	11µM*	-13%
CN(CCC1CCCCO1)Cc1cn(C)nc1-c1ccc2c(c1)OCCO2 (stereo not given)
→ .	5%	-1%[10 µM]	6%	-3%[9.22 µM]	-3%	-9%	-5%
O=C(NC1CCN(Cc2ccccc2)CC1)c1ccc(Cn2c(=O)c3ccccc3n(Cc3ccccc3)c2=O)cc1
→ 12%	.	.	.	.	8%	-5%	-12%
CCC(C)C(NC(=O)OC(C)(C)C)C(=O)NC(C(=O)N1CCCC1C(N)=O)C(C)CC (stereo not given)
→ 4%	-17%	-21%[10 µM]	0%	4%	0%	4%	1%
COc1ccc(N2CCN(C(=O)NC34CC5CC(CC(C5)C3)C4)CC2)cc1
→ -14%	-2%	-11%	2%	-25%	6%	-20%	-15%
CCc1ccccc1OCc1nc2ccc(S(=O)(=O)N3CCOCC3)cc2[nH]1
→ -10%	?	-8%	1%	?	-1%	-10%	-30%
COc1cc(/C=N/NC(=O)c2cccnc2)ccc1OS(=O)(=O)c1ccc(C)cc1
→ 6%	3.5µM*	28%[10 µM]	-4%	5%	?	4%	?
COc1ccc(NC(=O)c2sc3nc(-c4cccnc4)ccc3c2N)cc1OC
→ .	.	-1%[10 µM]	-3%	8%[9.22 µM]	-3%	?	-21%
Cc1ccc(S(=O)(=O)NCC(=O)NCC(=O)OCc2c(F)cccc2Cl)cc1
→ .	?	-15%[10 µM]	-3%	-11%[9.22 µM]	1%[2.34 µM]	1%	-2%
COc1ccc(CN2CCN(c3ncnc4sc5c(c34)CC(C)CC5)CC2)cc1F (stereo not given)
→ -6%	.	.	.	.	12%	-9%	-5%
COC(=O)Cn1c(C(F)(F)F)nc2ccccc21
→ -2%	0%	16%[10 µM]	3%	7%	3%	-10%	-13%
COc1ccc2c(c1)c1nc3ccccc3nc1n2CC(=O)OC(C)C
→ 7%	9%	-13%	0%	-3%	5%	?	-4%
CCOC(=O)COc1ccc(C(=O)NC2CCCCC2)cc1
→ 5%	-5%	6%	-6%	-3%	8%	9%	0%
Cn1nc(-c2ccc(C(=O)NCCO)cc2)c2ccccc2c1=O
→ .	.	-18%[10 µM]	-6%	2%[9.22 µM]	2%	-11%	-6%
CCCC(C(=O)NC1=NCCS1)c1ccccc1 (stereo not given)
→ 5%	3%	-25%	-2%	9%	3%	2%	0%
CCOC(=O)N1CCN(C(=S)NC(=O)c2ccc(Br)cc2)CC1
→ -8%	?	3%	-3%	13%	3%	-3%	1%
CCc1ccc(NC(=S)Nn2cnnc2)cc1
→ 0%	1.4µM*	-10%	-27%	-1%	-9%	?	-1%
O=C(NCCO)c1ccc(CSc2nc3ccccc3[nH]2)cc1
→ -5%	1%	17%[10 µM]	3%	11%	-3%	-2%	-3%
Cc1cc(C)c(S(=O)(=O)N2CCCOC2CNC(=O)C(=O)NCCC2=CCCCC2)c(C)c1 (stereo not given)
→ -17%	?	-9%[10 µM]	1%	-7%	10%	-18%	-13%
CCn1nnnc1SCC(=O)c1cccc(OC)c1
→ 8%	?	12%[10 µM]	-3%	-25%	0%	-20%	-6%
O=C(c1ccco1)N(CC1CCCO1)c1nc(-c2ccccc2)cs1 (stereo not given)
→ -16%	?	-30%	-1%	-17%	-4%	?	-27%
O=C(CNS(=O)(=O)c1ccc(C(=O)N2CCCCC2)cc1)N1CCCCC1
→ .	?	-5%	14%	-16%	-2%	6%	3%
O=c1c2ccccc2ncn1CCCSc1ccc(Cl)cc1
→ -16%	-9%	-23%	2%	-20%	0%	?	-23%
COC(=O)c1sc(N)c(C(=O)OC)c1CSc1nnc(-c2ccccc2Cl)n1C
→ -8%	-7%	5%[10 µM]	-1%	6%	9%	?	-10%
Cc1cc([N+](=O)[O-])c(-c2ccc(/C=N/n3cnnc3)o2)cc1Cl
→ -13%	5%	14%	-1%	2%	6%	?	-21%
O=C(Nc1ccc(F)cc1)N1CCN(c2ccc3nnc(-c4ccc(F)cc4)n3n2)CC1
→ -3%&-30%	?	-50%[inhibitor]	-21%	-28%	-1%&0%	?	?
C=CCOC(=O)Nc1snnc1C
→ -3%	12%	?	3%	3%	1%	-3%	0%
Cc1cc(=O)oc2cc(OCC(=O)OCC(=O)N3CCC(C)CC3)ccc12
→ 3%	?	14%	?	-3%	-5%	-7%	-9%
Cn1c(CCN2CCCCC2)nc2cc(NS(=O)(=O)c3ccccc3)ccc21
→ -15%	-15%	16%	-1%	21%	-5%	-3%	5%
CC(CCc1ccccc1)NC(=O)COC(=O)c1ccc(S(C)(=O)=O)c([N+](=O)[O-])c1 (stereo not given)
→ 7%	1%	?	2%	?	6%	?	?
COc1ccc(C(=O)OCc2c(C)noc2C)cc1
→ -8%	?	-13%	-6%	15%	3%	-3%	0%
O=C(NCc1ccccc1)c1cccc(Br)n1
→ -25%	-13%	-21%	-3%	11%	5%[81.3 µM]	-11%[81.4 µM]	-14%[81.3 µM]
